Cav3 T inh: human Cav3.2 channel inhibition, primary screen; O95180; Cav3.2-expressing cells, Fluo-4 calcium fluorescence FDSS; active compounds read low; B-score at 10 µM; 100,000 tested, 4% active; AID 449739;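 active means single-dose well whose peak fluorescence ratio is a statistical outlier from its plate by either plate-standardised score or position-corrected B-score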
The depositor's hits bear a star.

Molecule | Cav3 T inh
Cc1cc(Oc2ccccc2)nc(-c2ccccc2)n1 | -0.354
NS(=O)(=O)c1ccc(NCc2ccccc2OCc2ccccc2F)cc1 | -1.46
COC(=O)c1c(C(=O)OC)c(-c2ccccc2)n2c1CS(=O)(=O)C2 | 1.6
Cc1c(NC(=O)c2cnn3c(C(F)(F)F)cc(-c4ccco4)nc23)c(=O)n(-c2ccccc2)n1C | 0.0785
COc1cccc(NS(=O)(=O)c2ccc(OC)c(OC)c2)c1 | 0.282
CN1C(=O)SC(Nc2ccccc2C(=O)O)C1=O (configuration not stated) | 0.371
COC(=O)c1c(NC(C)=O)sc(Cc2ccccc2)c1C | -0.988
CCSc1nc(=S)n(CC)c(C)c1C(C)=O | -0.0726
CCCCCOC(=O)C1=C(C)N(C)C(=O)NC1c1cc(Br)c(O)c(OC)c1 (configuration not stated) | -3.45
Cc1cc(-n2c(C)cc(C(=O)CSc3nnc4sc5ccccc5n34)c2C)no1 | 0.00428
Cc1cc(C(F)(F)F)nc(SCC(=O)Nc2cc(C)on2)n1 | 1.41
CS(=O)(=O)N1CCc2cc(-c3csc(NCC4CCCO4)n3)ccc21 (configuration not stated) | 1.02
Cc1ccc(NC(=O)NC2CCCCC2)cc1Cl | -0.705
CCCCCCN(C(=O)CCCCCN1C(=O)NC(c2ccc(Cl)cc2)C(C(=O)OCc2ccccc2)=C1C)C(C(=O)NCCCC)c1ccc(OCC(=O)OC)c(C(=O)OC)c1 (configuration not stated) | -1.08
COC(=O)c1ccc(NCC(=O)c2ccccc2)cc1 | -0.465
CC(=O)NC1(c2cccc(F)c2)CCN(C(=O)Nc2ccc(C#N)cc2)CC1 | 1.15
COc1ccc(C(=O)N(C(C)C)C(C)C)c(OC)c1 | -0.0141
Cc1cc(NC(=O)CSc2nnc(C3CC3)n2N)no1 | 0.0374
c1ccc2cc(-c3csnn3)ccc2c1 | -0.0113
COC(=O)CSc1nc(N)c(C#N)c(-c2ccco2)c1C#N | -0.146
CCOC(=O)/C(C#N)=C1/C=CN(C)C=N1 | 1.34
CC(COc1cccc2ccccc12)CN1CCN(C)CC1 (configuration not stated) | -1.8
CCOc1cnc(-c2ccc(Cl)cc2)o1 | 0.0031
C=CCN1C(=O)C(Cc2ccc(C)cc2)S/C1=N/N=C/c1ccco1 (configuration not stated) | 0.275
CCCOc1ccc(C(O)C(CN2CCOCC2)c2ccccc2)cc1 (configuration not stated) | 0.585
NC(=O)CC(NC(=O)Cc1cccc2ccccc12)c1ccc(N2CCN(c3ccccc3)CC2)c([N+](=O)[O-])c1 (configuration not stated) | 0.586
C=C(C)COc1ccc(-c2[nH]ncc2-c2ccccc2)c(O)c1 | -0.828
CCO[C@@H]1OC(C(=O)NC2CC2)=C[C@H](c2c[nH]c3ccccc23)[C@H]1CCCO | -0.226
Nc1ccc(CCNc2ncnc3c2ncn3[C@@H]2O[C@H](CO)[C@@H](O)[C@H]2O)cc1 | 0.149
CC1(C)CC(=O)C2=C(C1)OC(N)=C(C#N)C2c1cccc(OC(=O)c2ccco2)c1 (configuration not stated) | 1.26
CCOC(=O)/C(=C\c1ccc([N+](=O)[O-])o1)NC(=O)c1ccccc1 | 0.584
Clc1cccc(CSc2ncn(-c3ccccc3)n2)c1 | -1.98
CCc1cc(=O)oc2c(C)c(O)c(CN(C)C)cc12 | 0.0876
O=C(N[C@@H](Cc1ccccc1)C(=O)NC1CCCCCC1)c1ccco1 | -0.0184
CC(C)(C)c1nc2ccccc2c2nnc(SCC(=O)Nc3nccs3)n12 | 0.582
CCO[C@H]1OC(C(=O)N2CCN(C)CC2)=C[C@@H](c2ccc3c(c2)OCO3)[C@@H]1CCCO | 0.985
CCN(CC)S(=O)(=O)c1cccc(-c2nnc(SCCOc3ccccc3)o2)c1 | -4.16*
N#Cc1nc(-c2ccco2)oc1NCCCN1CCOCC1 | -0.662
C[C@]12CCC(=O)C=C1[C@H](O)C[C@@H]1[C@@H]2[C@@H](O)C[C@@]2(C)[C@H]1CC[C@]2(O)C(=O)CO | 0.113
Cc1ccc(/C(C#N)=C\c2cn(C)c3ccccc23)cc1 | -1.48
CN1C(=O)c2cccc(NC(=O)CCc3ccccc3)c2C1=O | 0.0536
COc1ccc(CNC(=O)c2nnn(Cc3ccc(OC)cc3)c2N)cc1 | -5.24*
O=c1nc2s/c(=C\c3ccco3)c(=O)n2nc1Cc1ccccc1 | 0.771
O=C(NCCC(c1ccccc1)c1ccccc1)c1ccc(Br)o1 | -6.46*
CCOC(=O)Nc1ccc(C(=O)NCC2CCCO2)cc1 (configuration not stated) | 0.00849
COc1ccc(Nc2nc(=O)[nH]nc2C)cc1 | -0.403
Cc1ccc(NC(=S)N2CCOCC2)c(C)c1 | -0.0105
COc1ccc(-c2cc(C(=O)NCCN3CCOCC3)c3ccccc3n2)cc1 | 1.37
Cc1cc(Cl)ccc1OCC(=O)Nc1nc(-c2cccs2)cs1 | -3.17
CN(Cc1ccccc1)C(=O)CN(C1CCCCC1)S(C)(=O)=O | -0.439
CSc1ccccc1NS(=O)(=O)c1ccccc1 | 0.359
Cc1nn(C)c(C)c1S(=O)(=O)N1CCCC(C(=O)NCCc2ccc(Cl)cc2)C1 (configuration not stated) | 1.42
COc1ccc(C)cc1NC(=O)COCC(=O)O | 0.828
CC1CC2(C)Oc3ccccc3C3OCC1(CO)C(C)C32 (configuration not stated) | 1.13
COc1ccc(C2(NC(C)=O)CCN(C(=O)c3ccco3)CC2)cc1 | 0.00897
CC(=O)Nc1ccc(NS(=O)(=O)Cc2ccccc2)cc1 | -0.0413
Cc1ccccc1-n1c(=O)c2ccccc2n2c(=O)[nH]nc12 | 0.0509
CC(C)C[C@H]1COCCS(=O)(=O)N1Cc1ccccc1F | 0.0998
COC(=O)c1ccccc1NC(=O)CN(C1CCCCC1)S(C)(=O)=O | -0.0467
CN1CCN(C(=O)c2ccc(NS(=O)(=O)c3ccccc3)cc2)CC1 | 0.88

A different layout for part of the listing above.
Cav3 T inh,Structure
-1.08,CCCCCCN(C(=O)CCCCCN1C(=O)NC(c2ccc(Cl)cc2)C(C(=O)OCc2ccccc2)=C1C)C(C(=O)NCCCC)c1ccc(OCC(=O)OC)c(C(=O)OC)c1 (configuration not stated)
-0.465,COC(=O)c1ccc(NCC(=O)c2ccccc2)cc1
1.15,CC(=O)NC1(c2cccc(F)c2)CCN(C(=O)Nc2ccc(C#N)cc2)CC1
-0.0141,COc1ccc(C(=O)N(C(C)C)C(C)C)c(OC)c1
0.0374,Cc1cc(NC(=O)CSc2nnc(C3CC3)n2N)no1
-0.0113,c1ccc2cc(-c3csnn3)ccc2c1

(cont.)
Molecule | Cav3 T inh
CCOCCCn1c(SCC(=O)NC(C)C)nc2ccccc2c1=O | 1.09
CSc1ccccc1C(=O)Nc1ccc(C)c(C)c1 | 0.0818
c1ccc2c(c1)oc1c(N3CCN(Cc4ccc5c(c4)OCO5)CC3)ncnc12 | 0.202
CCN(CC)S(=O)(=O)c1cccc(-c2nnc(SCCCC(=O)c3ccccc3)o2)c1 | -5.3*
CCOC(=O)C1C(=O)OC(C)(C)C1C(C)C(=O)c1ccc(OC)cc1 (configuration not stated) | 0.291
CCOc1ccc(N(CC(=O)N/N=C/c2cc([N+](=O)[O-])ccc2Cl)S(C)(=O)=O)cc1 | 0.0801
O=[N+]([O-])/C(=C\Nc1ccccc1)S(=O)(=O)c1ccccc1 | -0.539
O=C1/C(=C/c2ccccc2)CSc2sccc21 | -0.767
O=C(Nc1ncnc2c1ncn2C1OC(COC(=O)c2ccccc2)C(F)C1O)c1ccccc1 (configuration not stated) | 0.154
Cc1cc(NC(=O)COc2ccc3oc4ccccc4c3c2)no1 | 0.44
O=[N+]([O-])c1ccccc1OCCCCN1CCCCC1 | 0.604
COc1ccccc1NS(=O)(=O)c1ccc(NC(=O)c2nc3nc(C)cc(C(F)F)n3n2)cc1 | -0.183
Clc1ccc(CN(Cc2ccccc2)C(c2cccs2)c2nnnn2C2CCCC2)cc1 (configuration not stated) | -2.14
O=C(/C=C/c1ccc(Cl)cc1)NCCN1CCOCC1 | 0.566
CO/N=C/NC(=O)NOCc1ncc(C(F)(F)F)cc1Cl | 0.268
Cc1ccc(S(=O)(=O)NNC(=S)Nc2ccccc2)cc1 | 0.769
COc1ccc(-n2c(C)cc(C(=O)COc3ccc(-n4cnnn4)cc3)c2C)cc1 | 1.42
O=C1c2ccccc2C(=O)N1CCCCSc1nnc(-c2ccc(OC(F)F)cc2)o1 | -0.617
CCOC(=O)c1c(C)[nH]c(C)c1C(=O)COc1ccc(NC(=O)c2ccco2)cc1 | 0.207
CNC(=O)[C@@]1(C)C=C[C@@H](Cc2ccccc2)N1C(=O)OC | -0.104

Four entries drawn at random from the list so far, as already listed:
Molecule | Cav3 T inh
CC1(C)CC(=O)C2=C(C1)OC(N)=C(C#N)C2c1cccc(OC(=O)c2ccco2)c1 (configuration not stated) | 1.26
COc1ccccc1NS(=O)(=O)c1ccc(NC(=O)c2nc3nc(C)cc(C(F)F)n3n2)cc1 | -0.183
CC(C)C[C@H]1COCCS(=O)(=O)N1Cc1ccccc1F | 0.0998
COc1ccc(C2(NC(C)=O)CCN(C(=O)c3ccco3)CC2)cc1 | 0.00897

Other entries:
Molecule | Cav3 T inh
O=C(CN1CCN(Cc2ccccc2F)C1=O)NCCc1ccc(Cl)cc1 | -3.1
CCCn1c(=S)[nH]c2cc(C(=O)N3CCc4ccccc43)ccc2c1=O | 0.148
CC1CCN(C(=O)CSc2nnc(-c3ccco3)o2)CC1 | 0.563
Cc1cc(C)c(C#N)c(SCC(=O)N2CCN(Cc3ccccc3)CC2)n1 | -0.999
N#CN=C(N)c1ccccc1 | 0.675
CCOc1ccc(N2C(=O)CCC2=O)cc1 | -0.176
O=[N+]([O-])c1cccc(/C(=N/N=C/c2ccccc2Br)C23CN4CN(CN(C4)C2)C3)c1 | 0.81
CC(C)CNS(=O)(=O)c1cc(C(=O)N2CCOCC2)c(Cl)cc1Cl | 0.946
Cc1cc(-c2nnco2)c(C)n1-c1ccc(F)cc1 | -1.69
CC(=O)Nc1ccc(NC(=O)CN2CCN(c3cccc(C(F)(F)F)c3)CC2)cc1 | 0.918
CN(c1nc2c(c(=O)n(C)c(=O)n2C)n1CC(=O)c1ccccc1)C1CCCCC1 | -0.767
CCC1CCCCN1C(=O)c1c(-c2ccccc2)noc1C (configuration not stated) | 0.218
CN(C(=O)c1ccccn1)c1nnc(-c2cccnc2)s1 | -0.0337
Cc1ccc2nc(NC(=S)NC(=O)c3cccs3)sc2c1 | 0.31
CCCCN1C(=O)C2C(c3ccc(OC)cc3O)NC(CC(C)C)(C(=O)O)C2C1=O (configuration not stated) | 0.409
CCOc1ccccc1NC(=O)CCS(=O)(=O)c1cccc2nonc12 | -1.51
CC(=O)Nc1cc(C(C)C)c(O)c(C(C)C)c1 | -0.0141
Cc1nc2sc(C(c3cccs3)N3CCC4(CC3)OCCO4)c(O)n2n1 (configuration not stated) | 0.252
COC(=O)c1ccccc1NC(=O)N1CSC[C@H]1C(=O)OC | 0.286
CC(C)CCNC(=O)c1ccc2c(c1)N(Cc1ccccc1)C(=O)CS2=O (configuration not stated) | -1.07
O=C1N[C@@H](Cc2ccccc2)C(=O)N2[C@H]1C[C@]1(Br)c3ccccc3N(S(=O)(=O)c3ccc(F)cc3)[C@H]21 | -2.5
CN=C1S/C(=C\c2cc(C)n(-c3ccccc3F)c2C)C(=O)N1C | -2.06
CCOC(=O)c1ccccc1NC(=O)COC(=O)c1ccc(C)c(S(=O)(=O)N2CCOCC2)c1 | 1.01
O=C(CCSc1ccccc1)NCCSc1ccccn1 | -0.503
Cc1ccc2[nH]c(=O)c(CN(Cc3ccco3)C(=O)c3cccs3)cc2c1 | -0.362
CC(C(=O)NC1CCCC1)N(C(=O)CS(=O)CC(=O)Nc1ccc(F)cc1)c1ccc2c(c1)OCCO2 (configuration not stated) | 0.644
COC(=O)C(NC(=O)c1ccco1)(Nc1nc(C)cs1)C(F)(F)F (configuration not stated) | -0.0439
CCOC(=O)c1ccc(NC(=O)c2cn(-c3ccccc3)nc2-c2ccncc2)cc1 | 0.00825
CCOc1ncccc1C(=O)NCC1COc2ccccc2O1 (configuration not stated) | -0.96
O=C1Nc2cc(Cl)c(Cl)cc2N(O)N1c1cc(Cl)cc(Cl)c1 | -1.21
O=C(COc1ccc(-n2cnnn2)cc1)NC(=O)NCc1ccccc1 | 0.569
COc1cccc(Cn2cnc3c(NS(=O)(=O)c4ccc(Cl)cc4Cl)c(C)c(C)cc32)c1 | -3.45*
CCOC(=O)c1ccccc1NC(=O)CSc1nnc(COc2ccccc2C)n1C | -4.64*
COCc1cc(=O)n2[nH]c(-c3ccc(C)cc3)cc2n1 | 0.241
O=c1c(C=Nc2ccc(Cl)cc2)c[nH]n1-c1cccc(Cl)n1 | 0.843
CC1(C)NC(=O)N(CC(O)COc2cc3ccccc3cc2C(=O)N2CCCCC2)C1=O (configuration not stated) | 0.267
O=C(Nc1ccccc1)N(Cc1ccc(Cl)cc1)CC(O)C(F)(F)F (configuration not stated) | 0.913
CCOc1ccc(NC(=O)CSc2nnc(-c3ccccn3)n2C)cc1 | 2.29
COc1ccc(Cc2nnc(NC(=O)c3ccco3)s2)cc1 | 1.4
CCOc1cc2[nH]c(=S)n(CCN3CCC(C)CC3)c(=O)c2cc1OCC | 0.731
Cc1ccc(-c2csc(N/N=C/c3ccco3)n2)cc1 | -1.22
Nc1nc(CSc2nnnn2-c2ccc(Cl)cc2)nc(N2CCOCC2)n1 | 0.601
COC(=O)CCCC1=CC2=C(c3ccccc3)C(=O)C(C)(OC(=O)C3CCCC3)C(=O)C2=CN1CC(C)C (configuration not stated) | -0.568
COc1ccc(-c2csc(NCc3ccco3)n2)cc1C | -0.509
CN(C)c1ccc(-c2nnn(CC(=O)N3c4ccccc4CCc4ccccc43)n2)cc1 | -3.18
O=C(CN(C(=O)c1ccc(Cl)cc1)N1C(=O)C2CCCCC2C1=O)c1ccc(Cl)cc1 (configuration not stated) | 1.08
CC1CCCN(c2nc3ccccc3nc2C(C#N)C(=O)OC2CCCCC2)C1 (configuration not stated) | -2.25

Assay outcomes from PubChem BioAssay.

Not all compounds are listed (hit frequency here may not be typical).
